Screening results deposited in PubChem by several laboratories.
Autophagy HCS: alters autophagy in cells | calls only at 10 µM (by protocol) | MEF GFP-LC3 puncta imaging; test concentration mostly 10 µM | 0.98% of 190,000 active | AID 463193;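 active = percentage of spot-positive cells more than 3 SD above its plate mean, without a fluorescence outlier flag or 80% toxicity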;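 also: spot-positive cell cutoff set from DMSO-treated cells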
AID2073: disruptors of CaV2.2 binding to Mint1 – biochemical, HTRF (AID 2073) | HTRF protein-protein interaction, Mint1-CaV2.2; higher % means a stronger effect | inhibition, % at 20 µM; hits with a dose series show IC50 in µM | 0.19% of 290,000 active; in the data active = inhibition mostly above about 51%, no sharp cut-off; also: some results filed as inactive read as strong as hits
HIV fusion peptide: inhibitors of HIV fusion peptide binding, primary screen, biochemical, uHTS, fluorescence dequenching (AID 1986); 0.3% of 290,000 active; cell-free peptide binding, fluorescence dequenching, 30 min; higher % means a stronger effect; one-dose inhibition, % at 20 µM; IC50 in µM for titrated hits; in the data active = inhibition mostly above about 52%, no sharp cut-off; inactive = mostly below about 76%; also: some results filed as inactive read as strong as hits
Ins promoter up: MIN6 insulin promoter up-regulation. MIN6 insulin promoter-GFP reporter, high-content imaging; hits give high values. z-score at 5 µM. 0.3% of 190,000 active;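 active = z-score above 3 at 5 µM with at least 500 cells counted in the well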
MT stabilize HCS: stabilizes microtubules in HeLa cells; HeLa tubulin immunostaining HCS, 24 h; share of cells brighter than vehicle mean+2SD; % tubulin-high responders, % at 10 µM; 0.83% of 200,000 active;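 active = plate Z-score above 3 for both tubulin-high and condensed-nucleus cell shares, with cell loss under 80%, at 10 µM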;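 also: anti alpha tubulin signal scored within the nucleus-defined area of each cell; some results filed as inactive read as strong as hits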
Dynein transport: dynein cargo transport inhibition; z-score, hits read low; 3617.4 mouse cells, GR-EGFP nuclear translocation imaging; test concentration mostly 20 µM; stimulated with dexamethasone, 1 µM; hits give low values; 0.47% of 220,000 active; AID 1381;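 active = plate z-score of nuclear minus cytoplasmic receptor signal below a set negative limit, without overly bright fluorescence or cell loss, cut at about -3.5 in these data, passing the limit was not always enough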;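 also: z-score of nuclear minus cytoplasmic ring GR-EGFP intensity difference per well; some compounds called inactive have numbers as strong as hits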
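medium = tetracycline-free induction medium containing charcoal-stripped FBS | also added = 1.0 µM final dexamethasone stimulus | schedule = 48 h induction, 1 h compound, 30 min dex at 37 °C | technique = fixed, Hoechst-stained cells imaged at 10x for EGFP | measure = GR-EGFP nuclear translocation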
bCat nuc transl: modulators of beta-catenin nuclear translocation; AID 1665; 0.3% of 190,000 active; nuclear translocation activity, % at 5 µM; HeLa beta-catenin nuclear translocation, immunofluorescence imaging;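 active = nuclear translocation activity above 50% at 5 µM, with a well cell count of 50 or more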;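 also: per-cell ratio of nuclear to cytoplasmic median beta-catenin stain intensity; plate controls were DMSO negative control for no effect and GSK-3 inhibitor IX positive control for full effect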
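Signal – beta-catenin immunofluorescence imaging with DAPI · Test system – human HeLa cell line · Dosing – 5 µM primary single dose, 0.1% DMSO, 0.02–20 µM confirmation series · Measure – % activation, nuclear-to-cytoplasmic median beta-catenin signal ratio per cell · Incubation – 24 h compound exposure at 37°C, 5% CO2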
WT yeast gro inh: growth inhibition of WT yeast, mitochondrial fusion screen | mitochondrial fusion phenotypic screen, WT strain | inhibition, % at 10 µM | 2.1% of 190,000 active | AID 1362; in the data active = inhibition above about 58%; tested in S. cerevisiae
Yfh1-depleted yeast: enhancers of respiration in Yfh1-depleted yeast, dose response, Friedreich's ataxia, plus single-dose screen (AID 1465); S. cerevisiae Yfh1-off respiration, WST-1 reduction, 72 h; higher fold induction means a stronger effect; fold induction at 50 µM, or EC50 in µM where a hit was titrated; 0.074% of 220,000 active;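 active = fold induction of absorbance versus untreated yeast above a set limit, then at least 30% activation at any dose in follow-up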;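 also: activators that raise dye reduction in frataxin-depleted yeast; strong numbers were not always called active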
WT yeast gro inh mutant strain: also measured in WT yeast gro inh; calls as there; inhibition, %; mitochondrial fusion phenotypic screen, mutant strain inhibition
Dynein transport cytoplasmic EGFP: also measured in Dynein transport; calls as there; z-score; measured here: cytoplasmic GR-EGFP intensity; hits give high values
Dynein transport nuclear GR-EGFP: recorded beside Dynein transport, whose call it bears; z-score; measured here: nuclear GR-EGFP intensity;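 lower value marks the stronger effect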
Dynein transport cell count: second read-out of Dynein transport, no call of its own (marks repeat the call); z-score; measured here: cell count per field
Ins promoter up cell count: further read-out of Ins promoter up, marked with its call; cell count; measured here: cytotoxicity, nuclei count;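 total cells summed across four imaged fields per well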
bCat nuc transl cell count 5 µM: recorded beside bCat nuc transl, whose call it bears; cell count; measured here: cell count, cytotoxicity flag
MT stabilize HCS Hoechst-high %: second read-out of MT stabilize HCS, no call of its own (marks repeat the call); % Hoechst-high responders; measured here: nuclear condensation Hoechst responders;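 share of cells brighter than vehicle mean plus two SD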
MT stabilize HCS cytotoxicity %: recorded beside MT stabilize HCS, whose call it bears; toxicity, %; measured here: cytotoxicity by cell density;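 0% = mean cell density of plate MIN control wells and 100% = no cells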
Autophagy HCS cell loss 18 h: further read-out of Autophagy HCS, marked with its call; toxicity, %; measured here: cell loss, nuclei count;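 cell loss after 18 h compound exposure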
The depositor's hits bear a star; i = inactive; · = not tested or not shown; + = active, no number; & = joins results of further samples.

SMILES	Autophagy HCS	Autophagy HCS cell loss 18 h	AID2073	HIV fusion peptide	Ins promoter up	Ins promoter up cell count	MT stabilize HCS	MT stabilize HCS Hoechst-high %	MT stabilize HCS cytotoxicity %	Dynein transport	Dynein transport cytoplasmic EGFP	Dynein transport nuclear GR-EGFP	Dynein transport cell count	bCat nuc transl	bCat nuc transl cell count 5 µM	WT yeast gro inh	WT yeast gro inh mutant strain	Yfh1-depleted yeast
CCCN1CCN(CCCNC(=S)Nc2ccc(OC)cc2)CC1	i	-3.3	-17.3%	0.5%	0.08	1416	3.1	2.8	8.8	-0.41	-0.309	-0.464	0.107	-3.7	1111	-1.9	-4.7	i
O=C(NCC(c1ccco1)N1CCN(c2ccccc2F)CC1)OCc1ccccc1 (stereo not drawn)	i	7.4	5.9%	-0.9%	-0.84	1414	8.7	4.0	4.1	0.6	-0.0467	0.381	-1.13	3.1	1015	46.6	7.6	i
N#Cc1ncc(C(F)(F)F)cc1Oc1cccnc1	i	-5.9	23.1%	0.1%	0.05	1280	1.5	2.8	8.2	-0.482	-0.0988	-0.282	0.255	-0.2	1119	-51.5	-9.3	i
Cc1nc(=O)c(-c2ccccc2)c(C)n1-c1ccccc1C(=O)O	i	-1.8	-1.6%	-1.0%	-0.09	1269	2.1	1.7	8.5	-0.171	-0.214	0.0994	0.213	·	·	-17.0	-25.5	i
CC(C)c1ccc2c(c1)C1(NN=C(c3ccccc3)S1)C(=O)N2 (stereo not drawn)	+	25.7*	-3.3%	7.6%	·	·	1.2	0.3	1.5	-1.98	-0.196	-0.91	0.854	-0.1	1124	15.8	-4.0	i
COCC(C)n1c(C)cc(C(=O)COC(=O)CCc2nc3ccccc3c(=O)[nH]2)c1C (stereo not drawn)	i	17.3	-9.9%	0.3%	-0.44	1263	5.0	5.0	9.2	0.529	-0.212	0.783	-0.326	0.0	1093	-2.5	1.9	i
COC(=O)c1ccc(C(=O)OC)c(NC(=O)CSCc2ccccc2Br)c1	i	-4.5	9.0%	0.0%	-0.07	1874	1.5	1.6	5.6	-0.179	0.256	-0.344	-0.00289	-4.4	1110	2.5	13.2	i
CC(C)CCn1c(=S)[nH]c2ncccc2c1=O	i	-3.1	-9.7%	-0.7%	-0.11	1486	4.5	3.4	6.1	-0.185	2.22	0.286	-1.52	1.5	1426	10.9	3.3	·
Cc1cccc(OC(=O)c2sc(Cl)nc2C)c1	i	2.0	12.3%	-0.1%	0.08	1196	4.3	2.8	5.4	-0.923	-0.229	-0.628	0.403	·	·	-3.5	12.3	i
Cc1cc(SCC(=O)c2ccc(O)c(O)c2)nc2ccccc12	i	-2.0	4.9%	13.9%	-0.25	1392	4.8	2.4	3.9	-0.743	-0.312	-0.471	0.822	-1.7	1180	-9.0	11.1	i
CC(=O)/C(=N/Nc1cccc(Cl)c1)Sc1nnc(C(O)c2ccccc2)n1-c1ccccc1 (stereo not drawn)	i	3.9	-28.1%	-0.3%	1.08	1488	5.5	2.6	16.6	-0.253	-0.256	-0.074	1.16	-5.2	1017	-19.1	3.1	i
CC1CCN(c2nc3c(c(=O)n(C)c(=O)n3C)n2CCSc2ncccn2)CC1	·	·	9.2%	-0.7%	-0.53	1743	·	·	·	·	·	·	·	0.3	1012	17.5	11.0	i
CCOC(=O)COn1c(=O)c(-c2cc3ccccc3o2)[n+]([O-])c2ccccc21	i	2.1	2.4%	6.5%	0.01	1607	2.3	1.6	10.1	-0.373	1.13	-0.0603	1.11	-1.2	1277	35.1	-2.0	i
COc1ccc2c(c1)C(C)CC(C)(C)N2C(=O)CSc1ncn[nH]1 (stereo not drawn)	i	44.6	-2.9%	-1.3%	-0.64	849	2.0	1.6	12.8	-0.124	-0.204	-0.0366	0.375	0.0	1153	-30.9	-16.8	i
CCOC(=O)c1cc2ccc(OC)cc2oc1=O	i	-3.1	10.1%	0.6%	-1.17	1453	1.9	2.0	8.9	-0.479	-0.245	-0.459	0.961	-0.4	1377	4.0	-13.3	i
Cc1ccc(NC(=O)Cn2c3ccc(F)cc3c3nc4n(c(=O)c32)CCS4)cc1F	i	22.7	-3.3%	-2.5%	1.13	1244	1.0	1.6	4.8	-0.121	-0.254	0.213	0.0176	0.5	1160	19.4	1.7	i
CCCCCC(=O)Nc1cc2[nH]c(=O)cc(COC)c2cc1C	i	10.8	-3.4%	-2.5%	·	·	0.4	4.0	6.0	3.46	-0.119	1.34	-2.19	·	·	2.7	-10.1	i
CCOC(=O)c1c(N)sc2c(OC)c(Br)ccc12	i	-0.9	-5.5%	-2.0%	0.93	1155	8.5	1.7	11.2	-0.64	-0.303	-0.351	0.771	0.4	1221	8.8	-3.1	i
Cc1ccc(/C=C/C(=O)c2c(C)nc3ccccn23)cc1	i	3.5	-6.0%	-4.3%	0.43	1152	6.7	3.6	36.6	-0.422	-0.156	0.342	0.139	2.1	1374	8.8	22.7	i
Cc1c(=O)n(OCc2ccccc2)c2ccccc2[n+]1[O-]	i	-7.3	12.2%	4.6%	0.35	1178	2.6	1.4	6.2	-0.695	-0.204	-0.122	0.521	-10.3	963	6.0	6.3	i
COc1ccc(/C=C/C2=CC(C)(C)NC(=S)N2)cc1	i	14.9	-14.7%	0.8%	0.18	1262	2.5	2.0	13.2	0.384	-0.187	0.313	-0.634	0.8	1064	11.4	21.0	i
Cc1cc(C)nc(SCc2cc(=O)c(OC(=O)c3ccc(Cl)c([N+](=O)[O-])c3)co2)n1	i	-2.7	-23.5%	-1.7%	-0.4	1512	6.1	1.7	5.4	-1.86	0.492	-1.09	-0.41	-0.8	1038	25.6	8.6	i
O=S(=O)(c1ccc(Br)cc1)N1CCOC12CCCCC2	i	1.7	-9.1%	-0.3%	-0.52	1538	2.1	1.8	6.1	-0.807	-0.266	0.107	0.347	0.3	804	11.5	22.2	i
COc1ccc(N2CCN(C(CNC(=O)C(=O)NCCc3c[nH]c4ccccc34)c3ccco3)CC2)cc1 (stereo not drawn)	i	-5.3	8.3%	-4.2%	0.55	1374	2.7	2.7	6.5	-0.478	-0.32	-0.488	0.354	1.2	1103	12.9	0.7	i
CCn1cc(C(C)NC(=O)Nc2ccc3c(c2)OCO3)c(C)n1 (stereo not drawn)	i	17.4	-8.1%	0.7%	0.39	1571	3.0	1.5	3.4	-1.51	0.635	-0.412	1.06	-2.6	906	-3.6	-5.6	i
CC1=C(C)CC(C(=O)Nc2ccc(C(=O)N3CCOCC3)cc2)C(C(=O)O)C1 (stereo not drawn)	i	-35.6	18.1%	2.4%	0.63	1343	2.9	1.0	4.4	0.174	-0.3	0.321	0.617	0.4	1524	4.1	5.1	i
O=C(Nn1cnnc1)c1cccc(S(=O)(=O)N2CCOCC2)c1	i	-6.8	-0.8%	-1.5%	·	·	1.1	1.0	7.3	-0.143	-0.239	0.0937	-0.594	1.0	1075	-3.3	12.5	i
COc1ccc(CCNC(=O)c2cc(=O)n(C)c(=O)n2C)cc1OC	i	-22.9	26.6%	-0.7%	·	·	3.3	1.6	2.5	-0.202	-0.266	-0.0218	0.452	-3.8	581	-3.5	-5.6	i
C/C(=N\NC(=O)c1cc(C(C)(C)C)[nH]n1)C12CC3CC(CC(C3)C1)C2	+	5.2*	-21.7%	-1.6%	·	·	1.7	1.2	2.8	1.68	-0.171	0.941	0.0277	-0.4	957	19.6	-22.0	i
CCOc1ccc(Cl)cc1CSc1n[nH]c(CC)n1	·	·	3.9%	2.6%	-0.36	1239	1.5	1.8	5.1	-0.324	-0.207	0.144	-0.0166	-2.0	1182	-5.5	10.1	i
O=C(Cn1nnc2ccccc2c1=O)NCCc1ccc(Cl)cc1Cl	i	-5.1	11.8%	2.4%	0	1549	3.8	3.8	8.9	0.541	-0.182	0.106	-0.0215	-1.2	1121	1.6	1.6	i
CNC(=S)N/N=C/c1ccc(N2CCOCC2)s1	i	2.8	7.9%	-1.5%	-0.34	1212	9.3	2.1	5.3	1.9	-0.232	0.482	0.104	-0.4	1013	7.4	11.8	i
Cc1ccc(CN(CC(=O)NCCc2ccccc2)C(=O)CCCC(=O)Nc2cc(C)on2)cc1	i	-0.2	0.2%	-2.3%	0.06	1249	1.7	0.6	5.3	0.139	-0.125	0.0295	-0.305	-4.9	1177	-5.1	7.6	i
COc1ccc(N(CC(=O)NCCSCc2ccco2)S(=O)(=O)c2ccc(C)cc2)cc1	i	8.1	6.4%	0.9%	-0.55	1420	3.4	1.7	3.5	-0.681	-0.355	-0.291	0.496	-1.3	1064	-5.5	0.5	i
COC(=O)C1=NNC(C(=O)c2ccco2)C1c1ccccc1 (stereo not drawn)	i	5.4	4.8%	1.5%	·	·	2.2	1.7	5.6	-0.796	-0.322	-0.363	0.549	·	·	3.2	9.6	i
O=C(c1ccccc1)c1ccccc1C(=O)c1ccccc1	·	·	-5.3%&-6.0%	-0.9%&0.5%	0.22	1455	·	·	·	-0.677	-0.254	-0.368	0.317	-2.3	1199	·	·	i
CN(C)S(=O)(=O)c1cccc(NC(=O)COC(=O)/C=C/c2ccco2)c1	i	1.6	42.8%	25.7%	-0.05	2180	4.5	1.6	6.9	-0.445	-0.306	-0.247	0.805	-0.5	909	-15.6	14.0	i
CCCOc1ccc(-c2nn(-c3ccccc3)cc2/C=C2\SC(=S)N(C3CCS(=O)(=O)C3)C2=O)cc1 (stereo not drawn)	i	-2.4	27.0%	-1.7%	4.83*	961*	3.1	0.9	5.2	-0.634	6.18	0.857	-0.519	1.1	884	-36.7	-8.1	i
